# Screening results (PubChem)
# Pin1 inhibitor: inhibitors of human Pin1. Q13526. Pin1 FP peptide displacement, HiFluor488, 10 min. Potency, µM (series often up to 115 µM), without a hit: at the highest dose activity, negative = inhibition, actives largely listed as inhibitors. actives 0.009% (n = 390,000). AID 504891; active = well fitted inhibition curve with a large enough effect in the polarisation, with a control signal flat, not every such curve was filed as active; inconclusive = small, poorly fitted or top-dose-only effect, or effect the other way, or a change in a side signal; inactive = no such curve, though single readings can be large or run the other way; the % refers to the polarisation; note: potency is the fitted concentration of half-maximal effect; % is set by controls: 0 for no effect and ±100 for the full control effect
# Target sequence (Q13526 whole entry, looked up): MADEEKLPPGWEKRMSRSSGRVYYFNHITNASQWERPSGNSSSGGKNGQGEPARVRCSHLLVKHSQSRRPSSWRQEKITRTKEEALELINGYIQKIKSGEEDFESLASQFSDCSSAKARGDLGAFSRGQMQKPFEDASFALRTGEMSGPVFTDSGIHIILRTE
# TrxR1 substrate: rat thioredoxin reductase 1 substrate activity; actives 0.01% (n = 390,000); O89049; purified TrxR1 substrate turnover, NADPH consumption readout; AID 588456; Potency, µM (doses to about 114 µM), for inactives: at the top dose activity change, negative = substrate turnover; note: potency is the fitted concentration of half-maximal effect; % is set by controls: 0 for no effect and ±100 for the full control effect; nearly all actives have a fitted effect of over 50% in size
#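 Rat TrxR1, dispensed at 90 nM, was prereduced with 400 uM NADPH (final) for 5 min at ~22 deg C, then incubated with compound 15 min before 400 uM selenite. A first-read NADPH fluorescence drop versus no-compound background flagged substrates.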
# USP1 inh: USP1/UAF1 (human) deubiquitinase inhibition; O94782; recombinant USP1/UAF1, Ub-Rhodamine cleavage fluorescence; Potency, µM (top dose mostly 57.1 µM), for the others: top-dose activity change, negative = inhibition, hits mostly inhibitors; actives 0.23% (n = 390,000); AID 743255; note: potency is the fitted concentration of half-maximal effect; % is set by controls: 0 for no effect and ±100 for the full control effect; nearly all actives have a fitted effect of over 60% in size; inactives centre near -12
#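 In this screen, compounds sit with the deubiquitinase complex (1nM) for 15 min at room temperature before Ub-Rho is added at 150nM final. Fluorescence rise is then followed for 6 reads every 60 seconds.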
# D2 antagonist: antagonists of human D2 dopamine receptor; AID 485344; HEK293 TREx D2 cells, calcium flux, dopamine EC80; actives 2% (n = 340,000); inhibition, % at 10 µM; in the data active = inhibition above about 30%; note: 0% is about no effect
#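 Compounds are added to dye-loaded, induced HEK293 T-REx cells coupled to calcium release via D2; after a 3 min kinetic read an EC80 dopamine stimulus is given and fluorescence is recorded for 3 more min.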
# TRHR enhancer: allosterically enhances the human TRH receptor; TRHR cells, fluo-8 calcium fluorescence, EC20 TRH enhancement; AID 493056; actives 0.66% (n = 360,000); enhancement, % at 2 µM; P34981; in the data active = enhancement above about 30%; note: 0% is about no effect
# Target sequence (P34981 whole entry, looked up): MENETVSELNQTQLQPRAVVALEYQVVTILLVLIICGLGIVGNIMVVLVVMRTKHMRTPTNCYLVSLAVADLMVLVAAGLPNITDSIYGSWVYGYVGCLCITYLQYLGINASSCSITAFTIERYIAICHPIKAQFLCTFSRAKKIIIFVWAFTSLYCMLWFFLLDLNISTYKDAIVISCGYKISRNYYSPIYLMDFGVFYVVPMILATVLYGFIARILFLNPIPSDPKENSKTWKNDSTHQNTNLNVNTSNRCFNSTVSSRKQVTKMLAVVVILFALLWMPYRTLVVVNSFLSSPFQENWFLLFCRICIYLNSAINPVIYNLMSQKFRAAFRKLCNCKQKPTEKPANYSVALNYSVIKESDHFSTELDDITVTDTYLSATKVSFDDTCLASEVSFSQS
#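 TRHR-expressing cells loaded with fluo-8 calcium dye were read kinetically (ex 480/em 530) during compound addition, then stimulated with an EC20 of TRH (10 nM final). Enhancement of the Gq-mediated intracellular calcium response was scored.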
# TRHR agonist: TRH receptor (human) agonism. TRHR cells, calcium flux fluo-8, FDSS agonist mode. activation, % at 2 µM. P34981. AID 493084. actives 0.18% (n = 360,000); in the data active = activation above about 30%; note: 0% is about no effect
#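 TRHR-expressing cells loaded with fluo-8 calcium dye; 23 nL library compound pin-transferred, kinetic FDSS fluorescence (Ex 480/Em 530) recorded about 180 s for agonist-induced calcium release, before a 10 nM TRH EC20 addition for potentiator mode.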
# mIDH1 inhibitor: human IDH1 R132H inhibition | O75874 | IDH1-R132H enzyme, NADPH consumption, diaphorase/resazurin fluorescence | actives 0.093% (n = 390,000) | Potency, µM (doses to about 76.6 µM), for inactives: at the top dose activity change, negative = inhibition, hits mostly inhibitors | AID 602179; note: potency is the fitted concentration of half-maximal effect; % is set by controls: 0 for no effect and ±100 for the full control effect; nearly all actives have a fitted effect of over 65% in size
# Target sequence (O75874 whole entry R132H, stated change not applied): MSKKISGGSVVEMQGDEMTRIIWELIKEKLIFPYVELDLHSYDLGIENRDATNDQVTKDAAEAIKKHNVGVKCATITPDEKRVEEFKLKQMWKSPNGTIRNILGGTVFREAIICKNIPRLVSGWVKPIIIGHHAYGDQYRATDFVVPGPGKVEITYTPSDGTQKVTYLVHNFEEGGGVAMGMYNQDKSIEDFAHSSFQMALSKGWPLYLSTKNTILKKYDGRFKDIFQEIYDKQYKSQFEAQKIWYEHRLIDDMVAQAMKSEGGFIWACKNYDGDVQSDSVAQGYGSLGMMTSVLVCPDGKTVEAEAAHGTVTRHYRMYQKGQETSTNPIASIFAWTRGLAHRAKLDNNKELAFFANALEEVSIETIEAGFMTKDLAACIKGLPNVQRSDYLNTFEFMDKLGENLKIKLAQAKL
#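 IDH1-R132H (0.5 ug/mL) preincubated 30 min with compound, then NADPH (0.016 mM) and alpha-KG (2 mM) added; 80 min at RT, pH 7.5. Remaining NADPH coupled via diaphorase/resazurin to fluorescence (540/590 nm); concentration-response curves normalized to no-enzyme control.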
# D2 agonist: agonists of human D2 dopamine receptor; P14416; HEK293 T-REx D2 cells, calcium flux agonist mode; activation, % at 2 µM; actives 0.53% (n = 340,000); AID 485358;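 active = activation over 3 SD above normal in the single-dose calcium agonist read, cut at about 30% in these data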; note: 0% is about no effect
#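 Agonism is scored from calcium flux in a force-coupled, inducible HEK293 cell line expressing D2, read kinetically for 180 s after compound addition against dopamine controls.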
# TrxR1 inh: inhibitors of rat thioredoxin reductase 1; O89049; recombinant rTrxR1, NADPH fluorescence consumption, selenite substrate; Potency, µM (highest dose often 114 µM), inactives show top-dose activity change, negative = inhibition, actives largely listed as inhibitors; actives 1% (n = 390,000); note: potency is the fitted concentration of half-maximal effect; % is set by controls: 0 for no effect and ±100 for the full control effect; nearly all actives have a fitted effect of over 65% in size
#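 Rat TrxR1 (90 nM in the dispensed reagent) was pre-reduced with 400 uM NADPH for 5 min at room temperature, then incubated with compound for 15 min. After 400 uM selenite was added, NADPH fluorescence (Ex 340/Em 450 nm) was followed for 8 min.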
# Starred values were filed as active, the others as inactive; ? = inconclusive; · = no result given; & = joins results of further samples; [ ] = dose if it differs, or a comment. Unless noted, calls come from the whole dose curve; as a rule, active = well fitted inhibition curve with a large enough effect; inconclusive = small, poorly fitted or top-dose-only effect; inactive = no such curve, though single readings can be large or run the other way.
SMILES,Pin1 inhibitor,TrxR1 substrate,USP1 inh,D2 antagonist,TRHR enhancer,TRHR agonist,mIDH1 inhibitor,D2 agonist,TrxR1 inh
Cc1cccc(N2CCN(C(=O)c3ccc4c(c3)c(C)c(C)n4C)CC2C)c1 (stereo not drawn),?,-5%,?,4,1&9,-0.3&-0.7,2%&-7%,0.7&0.2,?
COc1cccc(CNC(=O)c2ccc3nc[nH]c3c2)c1,4%,-5%[57.1 µM],2%,11,-5,1.6,-1%,-1.6,-5%[57.1 µM]
Cc1ccccc1N1CC(O)(c2cccs2)[N+]2=C1CCCC2 (stereo not drawn),-4%,13%[57.1 µM],4%,-3,-3,0.0,2%,-0.3,40%[activator][57.1 µM]
CCCn1c(=O)c2sccc2n2c(CCCC(=O)N3CCN(c4cccc(C)c4C)CC3)nnc12,-5%,-7%,-21%,·,-8,-0.7,0%,0.2,1%
COc1ccccc1-c1nnc(NC(=O)C2=COCCO2)o1,1%,-8%,-11%,4,-8,-0.1,0%,-0.2,-14%
CC(C)N1CCN(Cc2cccc3nonc23)CC1CCO (stereo not drawn),-8%,13%,-8%,1,6,1.4,8%,-0.6,24%
CCc1cc2c(SCC(=O)N3CCCC3=O)ncnc2s1,-6%,2%,-2%,5,-14,-1.3,5%,-0.1,13%
Cc1ccc(NS(=O)(=O)c2cc(N)ccc2Cl)c(C)c1,-3%,-3%,?,-9,-3,-0.3,-2%,2.9,5%
O=C(NCc1ccccc1)c1ccc(OC2CSC2)cc1,2%,4%,-14%,0,-6,-1.8,0%,0.8,-8%
CCCC(=O)N1CCc2cc(OC)c(OC)cc2C1COc1ccc2c(C)cc(=O)oc2c1 (stereo not drawn),2%,51%[activator],-14%,·,5,-0.4,4%,-1.2,21%
COc1ccc(/C=C/C(=O)OC(C)C(=O)c2ccccc2)cc1OC (stereo not drawn),2%,0%,-9%,-7,5,-0.2,4%,-0.5,0%
CC1CC1C(=O)OCC(=O)NCc1ccc(Cl)cc1 (stereo not drawn),5%,4%,-15%,4,-4,-0.6,-3%,0.2,9%
Cc1ccc(C)c(NC(=O)CSc2nccn2Cc2ccco2)c1,-7%,5%,-25%,-8,-1,-0.3,-6%,-0.7,5%
CCOC(=O)c1nnn(-c2nonc2-c2ccccc2)c1C,-10%,-10%,-5%,0,-6,-0.3,0%,-0.1,-13%
COc1ccccc1N1CCN(C2CCCN(C(=O)c3ccnc4ccc(C)cc34)C2)CC1 (stereo not drawn),0%,-7%[57.1 µM],-14%,·,10,0.2,6%,·,0%[57.1 µM]
COc1ccc([N+](=O)[O-])cc1NC(=O)C(C)Sc1nc(-c2ccccc2)cs1 (stereo not drawn),2%,4%[57.1 µM],-7%,-4,4,1.0,-3%,1.1,17%[57.1 µM]
COc1ccccc1NC(=O)c1cc(Cl)nc2ccccc12,-6%,-4%,-29%,-13,4,-0.6,5%,0.7,-3%
O=C(CSc1nc2ccccc2[nH]1)c1ccc(Cl)s1,28%,5%,-15%,9,-2,-0.5,3%,-1.8,-19%
CCN(CC(=O)Nc1ccc(NC(C)=O)cc1)C(=O)c1oc2c(ccc3ccccc32)c1C,25%,14%,-14%,-20,13,1.5,4%,0.3,14%
COC(=O)C1(C)NC(c2ccc(O)cc2)C2C(=O)N(c3ccccc3)C(=O)C21 (stereo not drawn),0%,-1%,1%,2,4,0.8,4%,1.4,10%
Cc1nc(SC(C)C(=O)NCC2CCCO2)c2cc(-c3ccccc3)sc2n1 (stereo not drawn),38%[activator],9%,-23%,-7,2,-0.2,8%,-0.7,8%
COc1ccc(OC(C)C(=O)NCC2CCCO2)cc1 (stereo not drawn),-2%,0%,-20%,·,·,·,3%,·,4%
Cc1onc(-c2ccccc2)c1C(=O)N[C@@H]1C(=O)N2C1SC(C)(C)[C@@H]2C(=O)O (stereo partly drawn),4%,5%,-27%,·,·,·,18%,·,19%
CC(=O)Nc1c(C)nn(-c2ccccc2)c1N1CCC(C(=O)Nc2cc(F)ccc2F)CC1,-4%,5%[57.1 µM],2%,·,-6,0.2,1%,0.8,16%[57.1 µM]
COc1ccc(NC(=O)c2c(NC(=O)COc3ccccc3)sc3c2CCC(C(C)(C)C)C3)cc1 (stereo not drawn),-5%,1%,-1%,·,1,0.9,41%[activator],1.8,15%

# Next part.
SMILES,Pin1 inhibitor,TrxR1 substrate,USP1 inh,D2 antagonist,TRHR enhancer,TRHR agonist,mIDH1 inhibitor,D2 agonist,TrxR1 inh
CCOC(=O)c1ccc(NC(=S)N2CCSC2c2c(F)cc(F)cc2F)cc1 (stereo not drawn),1%,-11%,-5%,-9,-1,2.8,-4%,2.0,-2%
CC1(OC(=O)CCc2ccccc2)C(=O)C=C2C=C(c3ccc(C#N)cc3)N(CCc3ccccn3)C=C2C1=O (stereo not drawn),?,-10%,-24%,8,0,0.9,8%,-0.1,4%
COC(=O)c1ccc([C@H]2C=C(C(=O)O)O[C@@H](OCc3ccc(CO)cc3)C2)cc1,-9%,-10%,-2%,16,-1,-0.2,-5%[38.3 µM],0.2,-17%
COc1ccccc1-n1c(C)c2c(OC)cccc(=O)c2c1C,?,-13%,-11%,-13,10,0.2,6%,0.1,-21%
COc1ccc(-c2nc(S(=O)(=O)c3ccc(C)cc3)c(N3CCCC3)o2)cc1,4%,-1%[57.1 µM],-13%,23,-5,-1.2,0%,3.3,?
Cc1ccc(C)c(NS(=O)(=O)c2ccc(NC(=O)CSc3ccc(Cl)cc3)cc2)c1,1%,8%,-30%,·,5,1.3,9%,·,17%
NC(=O)CSc1nc(-c2ccccc2)c(-c2ccccc2)o1,-6%,16%,?,0,-5,-0.1,9%,0.8,18%
COc1ccc(CN(CC2CCC(C(=O)O)CC2)C(=S)Nc2cccc(C)c2)cc1 (stereo not drawn),3%,-8%[57.1 µM],-16%,-3,-3,-1.5,1%,0.1,20%[57.1 µM]
O=C(Nc1ccccc1CC[N+](=O)[O-])N1CCN(c2ccccc2)CC1,2%,5%,-11%,0,6,1.0,14%,7.1,?
Cc1oc(-c2ccc(Cl)cc2)nc1CS(=O)CC(=O)NCc1ccccn1 (stereo not drawn),-1%,-3%,-18%,0,-3,0.8,0%,-0.1,18µM*
CCn1c(=NC(=O)CN2C(=O)CCC2=O)sc2c(OC)ccc(OC)c21,-6%,4%[57.1 µM],0%,3,-5,-0.4,0%,-0.4,10%[57.1 µM]
O=C(c1ccc2c(c1)OCCCO2)N1CCCCC1,?,1%,-25%,-13,0,0.1,-5%,1.2,34%[activator]
Cc1nc(N2CCCC2C(=O)O)c2oc3ccccc3c2n1 (stereo not drawn),0%,-4%,-15%,4,19,-1.0,3%,-0.3,-4%
Cc1cccc(C2NC(=O)c3ccccc3O2)c1 (stereo not drawn),-1%,-4%[57.1 µM],-5%,-2,-2,-0.1,5%,-0.3,12%[57.1 µM]
CN(CC(=O)NCc1ccc(Cl)cc1)S(=O)(=O)c1cccs1,3%,-7%,-7%,6,-1,-1.6,12%,-2.7,9%[57.1 µM]
COC(=O)c1cc(-c2ccc(Cl)cc2)c2c(=O)[nH]c(=O)n(C)c2n1,?,41%[activator],-20%,·,6,-1.2,·,0.0,0%
O=C(O)C1(c2ccccc2)CCN(S(=O)(=O)c2ccc(Br)cc2)CC1,0%,-6%,-23%,15,-9,0.3,-9%,1.2,-4%
COc1ccc(OCC(O)CNC(=O)c2cccs2)cc1 (stereo not drawn),2%,4%[57.1 µM],-7%,8,0,-0.2,7%,0.5,22%[57.1 µM]
COc1ccccc1NS(=O)(=O)c1cc(NC(=O)CNC(=O)c2ccc(C)s2)ccc1Cl,?,-1%,-23%,-9,9,-0.4,2%,-0.6,9%
COc1cccc(CN2CC(C(=O)N(C)Cc3[nH]c4ccccc4c3C)CCC2=O)c1 (stereo not drawn),-1%,1%,-27%,-14,-3,-0.3,-5%,0.9,0%
CCc1[nH]nc2c1C(C(C)C)C(C#N)=C(N)O2 (stereo not drawn),-3%,6%,-4%,0,-3,-0.4,2%,0.8,13%
CCOc1ccc(S(=O)(=O)N2CCCC(C(=O)NCC3CCCO3)C2)cc1Cl (stereo not drawn),4%,2%,-1%,20,9,-0.9,-2%,-1.2,10%
CCn1c(=O)c2cc(C(=O)Nc3ccccc3OC)sc2c2ccccc21,1%,-6%,-8%,-3,-11,-0.5,0%,-0.3,-36%
CS(=O)(=O)c1ccc(Cl)c(NC(=O)Cc2c(Cl)cccc2Cl)c1,0%,-3%[57.1 µM],0%,0,-7,0.7,-7%,-0.5,15%[57.1 µM]
Cc1nc2c(sc(=S)n2Cc2ccco2)c(=O)n1CC(=O)Nc1ccc(F)cc1,2%,10%,-26%,0,1,0.5,-1%,0.6,27%
COc1ccc(C(=O)NC(=S)NNC(=O)CNC(=O)C2CCCCC2)cc1,-3%,3%[57.1 µM],-1%,2,-1,-0.2,-4%,-1.0,6%[57.1 µM]

# 4 entries from above, with values under each structure.
# Order of results – Pin1 inhibitor | TrxR1 substrate | USP1 inh | D2 antagonist | TRHR enhancer | TRHR agonist | mIDH1 inhibitor | D2 agonist | TrxR1 inh
CCn1c(=O)c2cc(C(=O)Nc3ccccc3OC)sc2c2ccccc21
  1% | -6% | -8% | -3 | -11 | -0.5 | 0% | -0.3 | -36%
CS(=O)(=O)c1ccc(Cl)c(NC(=O)Cc2c(Cl)cccc2Cl)c1
  0% | -3%[57.1 µM] | 0% | 0 | -7 | 0.7 | -7% | -0.5 | 15%[57.1 µM]
Cc1nc2c(sc(=S)n2Cc2ccco2)c(=O)n1CC(=O)Nc1ccc(F)cc1
  2% | 10% | -26% | 0 | 1 | 0.5 | -1% | 0.6 | 27%
COc1ccc(C(=O)NC(=S)NNC(=O)CNC(=O)C2CCCCC2)cc1
  -3% | 3%[57.1 µM] | -1% | 2 | -1 | -0.2 | -4% | -1.0 | 6%[57.1 µM]

# Some of the compounds tested (hit frequency here may not be typical).
